Assay outcomes: PubChem, several laboratories
HGIII-sPLA2 inh: Blocks human group III sPLA2 activity; AID 743126; 370,000 tested, 0.56% active; QFRET BODIPY PC-A2 liposome hydrolysis, fluorescence; inhibition, % at 12.2 µM;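 active = inhibition above mean plus 3 SD of compounds lying within the high and low control bounds, cut at about 19% in these data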;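 also: 0% = median of test compound wells and 100% = no enzyme DMSO wells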
Target sequence (Q9NZ20 whole entry, looked up): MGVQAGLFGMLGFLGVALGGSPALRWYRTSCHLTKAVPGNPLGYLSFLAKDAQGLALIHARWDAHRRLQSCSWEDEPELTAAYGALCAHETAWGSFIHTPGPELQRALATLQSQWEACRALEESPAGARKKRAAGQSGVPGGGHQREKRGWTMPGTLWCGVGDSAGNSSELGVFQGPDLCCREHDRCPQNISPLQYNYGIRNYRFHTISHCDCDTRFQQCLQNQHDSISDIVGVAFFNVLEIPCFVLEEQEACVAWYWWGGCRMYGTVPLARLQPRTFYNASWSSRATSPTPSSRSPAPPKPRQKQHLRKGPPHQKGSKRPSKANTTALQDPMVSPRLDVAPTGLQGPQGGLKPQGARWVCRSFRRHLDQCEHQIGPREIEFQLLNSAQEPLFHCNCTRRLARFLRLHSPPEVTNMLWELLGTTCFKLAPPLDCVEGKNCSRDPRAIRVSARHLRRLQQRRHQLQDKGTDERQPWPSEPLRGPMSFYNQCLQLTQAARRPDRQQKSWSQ
PG9 binder: PG9 antibody binding by small molecule; TR-FRET gp120-PG9 antibody binding; inhibition, % at 6.7 µM; 360,000 tested, 0.43% active; AID 624416; in the data active = inhibition above about 8.5%
Rev-erbA mod: modulators of human Rev-erb alpha DNA binding; P20393; Rev-erbα–FITC-DNA binding, fluorescence polarization, 90 min; activity, % at 10 µM; 370,000 tested, 0.79% active;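 active = activity above about 14%, limit read from the data; passing the limit was not always enough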;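 also: 0% = DMSO wells with 35 nM protein and 100% = DMSO wells with 750 nM protein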
hcDAF-12 act: activates DAF-12 receptor from parasite H. contortus. HEK293 hcDAF-12 lit1-tk-luc reporter, luminescence; 0% DMSO, 100% Δ7-dafachronic acid. activation, % at 6.8 µM. 370,000 tested, 1.4% active;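 active = activation above the mean of all tested compounds plus 3 SD, cut at about 5.5% in these data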;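 also: 100% = response to 3 µM Δ7-dafachronic acid high control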
ssDAF-12 act: S. stercoralis DAF-12 activation, primary screen; HEK293 ssDAF-12/GRIP1 lit1-tk-luc reporter, luminescence; % of 3 µM dafachronic acid response; activation, % at 6.8 µM; AID 652126; 370,000 tested, 1% active;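 active = activation above the mean over all tested compounds plus 3 SD, cut at about 0.9% in these data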;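 also: 0% = DMSO-only wells and 100% = 3 µM delta7-dafachronic acid wells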
hgDAF12 agonist: activates the H. glycines DAF-12 receptor ligand-binding domain | activation, % at 6.8 µM | 370,000 tested, 1.8% active | AID 687014 | HEK293 GAL4-hgDAF12 UAS-luciferase reporter, agonist luminescence; normalized to butyrate control;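 active = activation above a cutoff set at the mean of all screened compounds plus 3 SD, cut at about 10% in these data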;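 also: 0% = DMSO wells and 100% = sodium butyrate wells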
PLCb3 inh: blocks human PLC-beta3 enzyme activity; AID 720704; inhibition, % at 12.2 µM; Q01970; Purified PLC-beta3, fluorogenic substrate, fluorescence; 370,000 tested, 0.18% active; in the data active = inhibition above about 11%;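 also: 0% = median of compound wells on plate and 100% = full blocker control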
DAX1 inh-1: inhibits human nuclear receptor DAX1 | P51843 | HEK293 Gal4-DAX1 luciferase reporter, luminescence | inhibition, % at 6.75 µM | 340,000 tested, 0.99% active | AID 504766;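 active = inhibition above the mean over all tested compounds plus 3 SD, cut at about 4.2% in these data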;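 also: 0% = DAX1-transfected cells with DMSO and 100% = empty-vector control cells with DMSO; inhibition shows as a rise in luminescence from relieved DAX1 repression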
Target sequence (P51843 207-470 limits assumed): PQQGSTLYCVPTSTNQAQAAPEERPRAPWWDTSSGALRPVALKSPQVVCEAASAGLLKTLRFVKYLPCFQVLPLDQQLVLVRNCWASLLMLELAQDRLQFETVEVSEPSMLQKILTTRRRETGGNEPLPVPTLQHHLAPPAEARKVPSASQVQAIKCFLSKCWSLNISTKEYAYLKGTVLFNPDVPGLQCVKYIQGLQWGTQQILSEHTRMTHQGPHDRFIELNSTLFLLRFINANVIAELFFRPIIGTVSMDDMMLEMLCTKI
DAX1 inh-2: blocks DAX1 repression of SF-1 activated StAR promoter; HEK293T StAR-luciferase reporter, SF-1/DAX-1 repression relief; inhibition, % at 6.8 µM; 370,000 tested, 1.1% active; AID 652010;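 active = inhibition above the mean over all tested compounds plus 3 SD, cut at about 3.6% in these data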;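 also: 0% = DAX-1 cells with DMSO and 100% = cells lacking DAX-1 with DMSO; higher inhibition means more luminescence from relief of DAX-1 repression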
SMARCA2 act: activators of SMARCA2 function; MG213 cells, MMTV-luciferase reporter, dexamethasone, overnight; activation, % at 9.1 µM; 370,000 tested, 1% active; AID 652017; in the data active = activation above about 7.8%;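 also: 0% = vehicle wells and 100% = reference activator wells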
GAA850 FXN act: increases GAA850 frataxin promoter reporter activity. HEK293 lucGAA850 FXN promoter luciferase reporter, 24 h; percent of 10 µM SAHA response. activation, % at 6 µM. 360,000 tested, 0.56% active;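 active = activation above the average of all compounds screened plus 3 SD, cutoff fixed separately per campaign, cut at about 7.5% in these data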;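 also: 0% = DMSO wells and 100% = 10 µM SAHA wells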
* marks the source's active call; other numbers are inactive results; / = no result given.

Values run as follows: HGIII-sPLA2 inh	PG9 binder	Rev-erbA mod	hcDAF-12 act	ssDAF-12 act	hgDAF12 agonist	PLCb3 inh	DAX1 inh-1	DAX1 inh-2	SMARCA2 act	GAA850 FXN act
- COc1ccc(C(=O)CSc2nnc(Cc3ccccc3)o2)cc1
  -35	-0.6	1	-1.0	-1.3	-0.9	0	-0.8	-0.8	-3	1.1
- CC(OC(=O)C1COc2ccccc2O1)C(=O)N(C)c1ccccc1 (centres undefined)
  3	0.3	1	-0.1	-1.4	-0.3	1	0.8	-0.2	-3	1.1
- Cc1cc(OCC(=O)Nc2cc(C(C)(C)C)on2)ccc1[N+](=O)[O-]
  -6	-1.4	-3	2.4	-1.6	1.3	-3	-0.4	-0.8	3	1.3
- NS(=O)(=O)c1ccc(NC(=O)CSc2nc3ccccc3n2-c2ccccc2)cc1
  -32	-1.7	4	-3.5	-1.6	-3.2	-2	-1.6	-0.3	-3	1.4
- CC(OC(=O)CNC(=O)COc1ccccc1)C(=O)N(C)Cc1ccccc1 (centres undefined)
  -1	0.5	-4	0.0	-1.5	0.0	-2	0.0	-1.0	1	0.1
- Cn1c(Cc2nc3ccccc3n2C)nc2ccccc21
  5	-0.4	2	-1.1	-1.1	-1.0	4	0.4	-0.5	0	1.3
- COc1ccc(C(=O)Nc2ccc(Cl)cc2C(=O)N2CCOCC2)cc1
  -1	-1.6	6	1.0	-1.4	-1.8	-3	0.7	0.8	0	0.3
- O=C1CC(N2CCCCCC2)C(=O)N1c1ccc2c(c1)OCO2 (centres undefined)
  -2	-0.9	0	-1.4	-0.7	1.1	-1	-0.1	0.3	0	1.4
- CCc1cc2c3c([nH]c2cc1S(=O)(=O)N1CCC2(CC1)OCCO2)CCCC3=O
  -4	-0.3	-9	-0.3	-1.2	-1.8	-11	-0.8	-0.7	-3	-0.4
- O=C(CSCc1ccccc1Br)NC1CC1
  15	1.3	3	-0.1	-1.4	5.3	1	-0.3	-0.1	0	3.1
- Cc1ccc(N2C(=O)[C@@H]3C(C(=O)CN4C(=O)c5ccccc5C4=O)=NN[C@@H]3C2=O)c(C)c1
  -7	-1.6	-4	-0.2	-1.1	-0.5	-6	/	-0.1	7	1.0
- CC(C)c1nc(Cl)c(C#N)c2c1CSC(C)(C)C2
  1	-2.1	7	-0.2	-1.3	-0.1	5	-1.0	0.3	-1	6.8
- CC(NCc1ccc2c(c1)OCO2)C(=O)N1CCc2ccccc21 (centres undefined)
  9	0.0	0	-0.7	-1.7	-1.4	-3	-0.9	-0.5	2	1.3
- O=C(Nc1ccc(N2CCCC2)c(S(=O)(=O)Nc2cccc(C(F)(F)F)c2)c1)c1cccs1
  -9	-1.3	2	-1.5	-1.4	-1.6	-33	-0.7	-1.2	-4	1.2
- CCCCCCCCCC[n+]1cccc(C(=O)N(CC)CC)c1
  -1	-3.5	1	-1.4	-1.4	0.0	2	-0.7	-0.3	-3	0.7
- CCOc1cc(C(=O)N2CCCC2)cc(OCC)c1OCC
  -1	-2.2	0	0.5	-1.2	-0.1	1	-0.2	0.2	-2	-0.4
- N/C(Cc1ccc(Cl)cc1Cl)=N\OC(=O)Cc1cccs1
  14	0.6	1	3.2	-0.7	3.2	-3	0.8	-0.1	1	2.7
- O=C(NCCCO)C(=O)Nc1ccc2c(c1)N(S(=O)(=O)c1cccs1)CCC2
  2	-2.5	-1	0.2	-1.0	-1.7	-5	-1.1	0.2	0	1.1
- Cc1ccc(C)c(NC(=O)c2ccc[n+](Cc3ccc([N+](=O)[O-])cc3)c2)c1
  -2	-1.2	0	-1.2	-0.9	1.2	-2	-0.5	-0.1	0	0.7
- Brc1ccccc1-n1nnc(-c2cccnc2)n1
  -2	0.4	4	0.9	-0.2	5.0	0	1.7	0.0	6	2.2

(listing goes on)
Values run as follows: HGIII-sPLA2 inh	PG9 binder	Rev-erbA mod	hcDAF-12 act	ssDAF-12 act	hgDAF12 agonist	PLCb3 inh	DAX1 inh-1	DAX1 inh-2	SMARCA2 act	GAA850 FXN act
- COc1cccc(CN(C)S(=O)(=O)c2ccc3c(c2)OCCO3)c1
  2	0.3	2	-0.9	-1.2	0.2	-5	-0.7	1.1	-1	1.0
- O=S1(=O)c2c(cccc2N2CCC[C@H]2CO)OCCCN1C1CC1
  4	/	2	0.3	-0.3	2.8	0	/	-1.0	-2	/
- CC(C)[C@@H](C(=O)NCC1CCCO1)N1C(=O)N2CCc3c([nH]c4ccccc34)[C@@]2(C)C1=O (some centres undefined)
  -7	-1.1	-8	-1.3	-0.4	-2.7	4	2.8	-0.7	0	-2.2
- CCN(CC(=O)N1CCN(Cc2ccccc2)CC1)S(=O)(=O)c1ccc(C)cc1
  -1	0.3	-1	-0.5	-0.9	-1.3	-7	0.0	-2.3	1	0.7
- COc1ccc(OC)c(N(CCN2C(=O)c3ccccc3C2=O)C(=O)C2CCC(=O)C2C)c1 (centres undefined)
  -2	1.1	0	-1.7	-1.0	-0.7	1	1.5	0.0	-4	0.7
- CC(C)(C)NC(=O)CN(C(=O)CCN1CCCc2ccccc21)C(C)(C)C
  11	-2.0	-1	5.3	0.3	-1.5	-22	2.9	-0.4	4	-0.8
- CCc1noc(C)c1C(=O)Nc1ccccc1C(C)(C)C
  6	-0.3	0	0.7	-0.8	0.2	-5	0.7	0.2	-1	0.6
- CCOC(=O)CNC(=O)N1CCCC(C(=O)c2cc(C)c(OC)c(C)c2)C1 (centres undefined)
  1	-1.0	2	0.1	-1.3	0.3	-1	-0.2	0.1	1	1.5
- CC(=O)Nc1cccc(/C(C)=N/N2C(C)CCCC2C)c1 (centres undefined)
  7	0.5	-4	-1.1	-1.2	2.2	-2	-0.1	-0.1	1	1.4
- CCc1nc2oc3ccccc3c(=O)c2c(=O)n1Cc1ccccc1
  -2	-1.4	-1	-1.7	-0.6	-2.5	0	1.2	-0.7	-1	2.8
- O=C1CCN(Cc2ccccc2)CCN1[C@H](CO)c1ccccc1
  2	-0.5	-5	-0.7	-1.3	0.8	2	-0.4	1.2	2	1.2
- COc1cc2c(c(OC)c1OC)-c1ccc(OC)c(=O)cc1C(NC(=O)c1ccccc1)CC2 (centres undefined)
  10	-0.5	6	0.6	-0.7	-5.1	-3	1.0	4.7*	-1	-1.9
- Cc1nnsc1C(=O)NNC(=O)c1ccc(C(F)(F)F)cc1
  -15	-0.6	-2	2.6	0.3	1.0	-1	1.1	0.0	-3	0.5
- CCC1C(=O)C(C)(C)C(=O)OC1c1ccc([N+](=O)[O-])cc1 (centres undefined)
  -3	-2.2	4	1.4	-0.7	3.8	-3	-1.0	-0.2	2	0.4
- CSc1cccc(CN2CCCC(CNC(=O)c3ccco3)C2)c1 (centres undefined)
  4	-2.5	2	-1.8	-0.8	-0.1	-4	0.1	0.3	0	0.4
- Cc1ccc(CNC(=O)C2CCC(=O)N(CCc3cccc(F)c3)C2)s1 (centres undefined)
  2	-0.6	3	-2.0	-0.8	-1.2	-8	1.2	-0.8	-1	2.4
- COc1ccc(C(=O)O/N=C(/c2ccccc2)c2ccncc2)cc1
  -5	0.5	-10	1.5	-0.7	4.5	3	1.4	1.4	6	5.4
- CCc1ccc2oc(-c3cc(N)ccc3Cl)nc2c1
  0	-1.5	-1	14*	1.3*	9.2	-144	1.5	2.2	2	3.8
- O=C(NN=Cc1ccc(O)cc1)c1cc(-c2ccc(Cl)cc2)n[nH]1
  -4	/	5	-3.4	-1.9	0.1	-20	/	-0.5	-1	/
- COC(=O)[C@]12C[C@H](CC(=O)NCc3ccccc3)C(=O)N(Cc3ccc4c(c3)OCO4)C1=C[C@H](C(C)(C)C)O[C@@H]2C
  -1	0.1	-3	-1.8	-1.2	1.6	3	/	-0.1	-2	/

Going on with the list:
Values run as follows: HGIII-sPLA2 inh	PG9 binder	Rev-erbA mod	hcDAF-12 act	ssDAF-12 act	hgDAF12 agonist	PLCb3 inh	DAX1 inh-1	DAX1 inh-2	SMARCA2 act	GAA850 FXN act
- CCOCC(=O)Nc1nnc(SCCOC)s1
  2	0.8	-4	-2.0	-0.7	0.2	-2	0.4	-0.2	-3	-2.1
- CC1CCCCC1NC(=O)CC1Oc2ccccc2NC1=O (centres undefined)
  13	0.7	-6	0.2	0.0	5.4	4	2.2	-0.1	-2	-1.2
- O=C(NCc1ccccc1C(F)(F)F)c1cccc2c1C(=O)c1ccc(N3CCC(N4CCCCC4)CC3)cc1S2(=O)=O
  -16	0.7	-20	0.7	-1.6	-0.4	-252	0.6	3.4	20*	0.1
- COC(=O)NNC(=S)NCc1ccc(C)cc1
  17	0.5	-3	0.0	-0.6	-0.4	2	-0.5	0.1	-4	1.7
- CC(C)N(C(=O)Cn1c(SCC(=O)NC2CC2)nc2ccccc21)C(C)C
  7	0.8	3	-1.5	-0.9	0.4	-2	-1.8	0.3	-2	-0.6
- COc1ccc(CN2CCOCCOCCOCC2)cc1
  8	-1.4	4	-0.1	-1.0	-0.2	13*	0.7	0.2	-6	-0.9
- N#CCc1c(C#N)c(N)nc(N2CCOCC2)c1C#N
  -1	-2.3	0	-2.1	-0.7	-0.6	-45	0.0	0.4	1	-0.2
- CSc1nnc(-c2cc[n+](C)cc2)n1CCO
  8	-1.5	0	-0.3	-1.6	-0.8	-12	2.8	0.2	-3	3.1
- COc1ccc(C2=NS(=O)(=O)N(C)C(C(=O)NC(C)c3ccccc3)=C2)cc1OC (centres undefined)
  -1	0.3	-4	-2.9	-0.8	-1.4	-36	-1.0	-2.5	0	-0.4
- Cc1cccc(C(=O)NCCCN2CCCC2=O)c1
  8	0.8	-3	-0.3	-1.4	0.3	11*	1.0	-0.7	-2	-0.4
- Cc1ccccc1NC(=O)OCc1cccnc1Sc1ccc(Cl)cc1
  -6	-0.8	-1	-1.1	-1.4	2.3	2	-0.1	-0.7	-2	2.8
- CC(=O)c1c(C(C)=O)c(C)n(C(c2ccccc2)c2ccccc2)c1C
  -2	1.5	-1	-2.3	-2.1	-2.3	-8	-2.3	0.5	0	-0.3
- Clc1ccc(SCc2cc(-c3ccccc3)on2)cc1
  1	3.0	3	0.3	-1.3	3.0	-1	0.0	-0.4	-2	0.1
- O=C(O)c1ccc(NCc2ccc(Br)cc2)cc1
  -7	0.4	1	0.5	-0.2	2.1	1	0.9	0.1	0	-1.0
- O=c1cc(C(F)(F)F)[nH]c2ccc(OC(F)(F)F)cc12
  -3	0.2	-1	1.0	-1.7	-0.9	-12	/	-0.6	-6	1.2
- O=C(O)CSc1c2ccccc2cc2ccccc12
  -3	-1.4	41*	-1.5	-0.6	2.1	-54	-0.5	0.2	1	3.6
- O=C(CCCCCn1c(=S)[nH]c2cc3c(cc2c1=O)OCO3)N1CCN(c2ccccc2)CC1
  3	-3.0	-1	6.8*	-1.2	2.4	-2	0.4	-0.7	4	-0.2
- CCC(C)[C@H](NC(=O)OC(C)(C)C)c1nnc(SCc2c(C)[nH]c(=O)[nH]c2=O)o1 (some centres undefined)
  5	0.8	5	0.9	-1.1	0.8	2	-0.1	-0.5	-2	-1.0
- CCCCNC(=O)C(NC(=O)c1ccc(C)cc1)C(=O)c1ccccc1 (centres undefined)
  8	-0.9	2	2.2	-1.0	-0.5	5	/	0.4	-3	/
- CCOc1ccc(NC2=NCC(=O)N2Cc2cccs2)cc1
  1	1.5	-2	-1.0	-1.2	1.1	0	-0.6	0.4	0	-1.0
